# Assay outcomes from PubChem BioAssay.
# Jurkat NFkB inh: inhibitors of the PMA/ionomycin-induced NF-kB reporter in Jurkat cells | PMA/ionomycin-induced NF-kB luciferase reporter, luminescence | inhibition, % at 4 µM | 330,000 compounds, 0.53% hits | AID 435003; in the data active = inhibition above about 50%
# EBI2 block: antagonists of human EBI2 receptor. P32249. EBI2 beta-arrestin recruitment, luminescence, 7a,25-OHC stimulated. inhibition, % at 5 µM. 360,000 compounds, 0.81% hits. AID 651636; in the data active = inhibition above about 38%;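 note: enzyme fragment complementation signal reports receptor beta-arrestin coupling in cells; 0% = agonist plus DMSO wells and 100% = wells without agonist; some results beyond the cut were filed as inactive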
# Gli-Sufu block: antagonists of Gli-Sufu signaling; Sufu-KO-LIGHT fibroblasts, Gli luciferase reporter luminescence; inhibition, % at 5 µM; 340,000 compounds, 0.74% hits; AID 588413;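 active = inhibition above about 55%, limit read from the data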;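 note: 0% = DMSO-treated cells and 100% = wells with medium but no cells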
# APJ antag: APJ receptor antagonism; P35414; CHO-K1 APJ beta-arrestin complementation, luminescence; inhibition, % at 20 µM; 330,000 compounds, 0.32% hits; AID 2521;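 active = inhibition above about 40% at 20 µM, limit read from the data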;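 note: cells challenged with 10 nM apelin-13 agonist together with compound; plate controls were apelin-13 plus DMSO wells for no effect and DMSO wells lacking apelin-13 for full effect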
# Target sequence (P35414 whole entry, looked up): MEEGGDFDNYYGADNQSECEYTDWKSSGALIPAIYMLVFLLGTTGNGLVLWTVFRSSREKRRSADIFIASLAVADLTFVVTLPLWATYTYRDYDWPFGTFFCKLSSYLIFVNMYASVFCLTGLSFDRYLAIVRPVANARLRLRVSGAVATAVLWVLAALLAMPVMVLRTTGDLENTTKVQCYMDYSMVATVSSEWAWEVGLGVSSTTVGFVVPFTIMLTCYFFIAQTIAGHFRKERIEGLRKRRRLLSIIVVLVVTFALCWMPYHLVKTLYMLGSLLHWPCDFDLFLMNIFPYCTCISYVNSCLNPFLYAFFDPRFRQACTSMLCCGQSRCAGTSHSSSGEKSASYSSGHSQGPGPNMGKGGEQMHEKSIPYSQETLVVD
# CCR6 antagonist: CCR6 (human) receptor antagonism; 340,000 compounds, 0.49% hits; inhibition, % at 20 µM; P51684; CHO-K1 CCR6 PathHunter beta-arrestin, luminescence, CCL20-stimulated;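 active = compounds whose inhibition of the agonist-driven luminescence signal at 20 µM reaches about 50%, limit read from the data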;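 note: cells stimulated with CCL20 at 14 nM final; plate controls were DMSO with CCL20 for no effect and DMSO without agonist for full effect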
# Target sequence (P51684 whole entry, looked up): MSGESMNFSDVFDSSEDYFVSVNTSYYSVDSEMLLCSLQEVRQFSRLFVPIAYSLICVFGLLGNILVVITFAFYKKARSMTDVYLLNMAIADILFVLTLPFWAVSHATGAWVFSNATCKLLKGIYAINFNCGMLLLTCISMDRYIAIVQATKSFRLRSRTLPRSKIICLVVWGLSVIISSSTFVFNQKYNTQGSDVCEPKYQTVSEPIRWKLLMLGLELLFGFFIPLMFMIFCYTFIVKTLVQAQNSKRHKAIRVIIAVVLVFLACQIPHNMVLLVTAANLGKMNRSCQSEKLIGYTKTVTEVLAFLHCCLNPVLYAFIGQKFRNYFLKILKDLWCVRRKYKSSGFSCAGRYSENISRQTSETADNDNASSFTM
# UBC13 polyUb: inhibitors of human UBC13 polyubiquitin chain formation. 330,000 compounds, 0.47% hits. inhibition, % at 20 µM. AID 485273. TR-FRET; in the data active = inhibition above about 45%, passing the limit was not always enough
# 697 NFkB inh: lowers PMA/ionomycin-induced NF-kB signal in 697 B cells | 697 B-cell NF-kB luciferase reporter, 16 h | inhibition, % at 4 µM | 330,000 compounds, 0.33% hits; in the data active = inhibition above about 35%
# CXCR6 block: blocks human CXCR6 beta-arrestin recruitment; O00574; CHO-K1 PathHunter CXCR6 beta-arrestin, luminescence; inhibition, % at 20 µM; 360,000 compounds, 0.36% hits; in the data active = inhibition above about 34%, passing the limit was not always enough;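 note: antagonist mode with CXCL16 agonist at 10 nM final; 0% = 10 nM CXCL16 with DMSO and 100% = unstimulated wells without agonist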
# * marks the source's active call; other numbers are inactive results; nt = no result given. Not a hit list, and some 3% of all compounds hit somewhere here.
SMILES,Jurkat NFkB inh,EBI2 block,Gli-Sufu block,APJ antag,CCR6 antagonist,UBC13 polyUb,697 NFkB inh,CXCR6 block
COc1ccc(CN(CC(=O)NC2CCCC2)C(=O)CCC(=O)Nc2nccs2)cc1,2,2,22,4,6,3,12,3
COc1cc(CN(C)Cc2nc3cc(C(F)(F)F)ccc3c(=O)[nH]2)ccc1OC(F)F,-10,1,2,-13,2,-16,-37,-1
CCC(C)(C)n1nnnc1C(c1ccc(C)cc1)N1CCN(C(=O)c2ccco2)CC1 (stereo unspecified),-23,-8,0,-4,14,-9,-8,-1
COc1ccc2nc(N3C(=O)/C(=C/c4ccc(Cl)cc4)NC3=S)sc2c1,nt,-4,-3,nt,31,nt,nt,18
COc1ccc(CCNC2=NCC(C)S2)cc1 (stereo unspecified),-7,-6,2,-1,3,8,2,-2
CCn1c(SCC(=O)Nc2nc3ccccc3s2)nc2c(c1=O)SC(C)C2 (stereo unspecified),11,nt,33,6,-9,1,-14,nt
CCCNCc1cc(OC)c(OCC(=O)Nc2ccccc2)cc1Br,-15,4,18,-2,-7,14,-3,5
CCNC(=O)/C(C#N)=C/c1c(N2CC(C)OC(C)C2)nc2ccccn2c1=O (stereo unspecified),4,-2,-5,3,1,2,0,0
COc1ccc(-c2nn(-c3ccccc3)cc2C(=O)NC2CCC(C)CC2)cc1 (stereo unspecified),0,20,-10,12,14,-15,4,14
CCCCNc1c([N+](=O)[O-])c(=O)n(C)c2ccccc12,13,-9,0,12,-7,1,22,1
O=C(CC1NCCc2ccccc21)Nc1ccccc1 (stereo unspecified),-43,9,5,3,9,1,-34,9
Cc1cc(C(=O)N2CCN(Cc3ccc4c(c3)OCO4)CC2)cs1,15,-5,5,7,6,6,12,2
CCOc1ccc(N2C(=O)CC(NCc3ccc(S(N)(=O)=O)cc3)C2=O)cc1 (stereo unspecified),6,1,7,4,7,16,30,1
C/C=C(/C)C(=O)O[C@H]1[C@@H](O)c2c(ccc3ccc(=O)oc23)OC1(C)C,-17,1,-16,10,7,7,26,-7
CS(=O)(=O)c1ccc2nc(NC(=O)CCC(=O)c3cccs3)sc2c1,-15,-8,-25,4,-4,-3,-55,-7
COc1cc(/C=N/NC(=S)Nc2cccc(S(=O)(=O)N(C)C)c2)cc(OC)c1O,3,2,-2,-29,2,5,11,7
CCc1noc(C)c1C(=O)NCCc1ccc(Cl)cc1,15,1,27,-2,-4,5,20,-9
CCN1CCN(C(=O)c2ccc(Cl)c(S(=O)(=O)N3CCCCC3)c2)CC1,-1,0,-4,25,-9,-5,-44,-5
CCCCOc1ccc(CN(CCO)CCO)cc1[N+](=O)[O-],-12,-2,-19,3,11,3,-20,-6
COc1ccc2oc(=O)c(/C(N)=N/NC(=O)c3ccncc3)cc2c1,-2,-16,22,1,2,-15,9,2
Cc1ccccc1C(=O)c1c[nH]c(C(=O)NCCc2ccccn2)c1,-8,-5,-6,-1,2,1,12,3
CCOC(=O)CSc1nnc(CNC(=O)c2ccc(OC)cc2OC)n1C,3,-5,-3,6,-5,7,5,0
COc1ccc(C(C(=O)NC(C)(C)C)N(Cc2ccc(F)cc2)C(=O)CCC(=O)Nc2cc(C)on2)cc1 (stereo unspecified),-3,2,-3,-21,5,-8,-18,12
Cc1ccc2cccc(OCCOCCOc3ccccc3Br)c2n1,0,3,-2,1,8,7,4,0
Cc1nc(=O)c(-c2ccccc2)c(C)n1CCO,-2,-2,20,-1,9,-31,-3,-2
CC(=O)c1cccc(S(=O)(=O)Nc2cc(C(F)(F)F)ccc2N2CCOCC2)c1,11,-2,0,8,11,-2,39*,6
CCN(CC(=O)NCc1cccs1)C(=O)/C=C/c1cc(OC)ccc1OC,10,0,-5,2,3,13,17,3
C/C(=N\Nc1nc(Nc2ccccc2)nc(N2CCOCC2)n1)c1cccs1,-16,5,45,9,5,-7,39*,-11
COc1ccc(-c2nnc(SCc3ncc(-c4ccccc4)o3)o2)cc1,2,5,-27,-16,19,45,-9,2
COc1ccc(-c2nc3c(c4nnc(SC(C)C(=O)Nc5ccccc5)n24)COC(C)(C)C3)cc1 (stereo unspecified),15,-2,0,8,-3,7,-20,-4

# Entries of single compounds from above. Order of screens: Jurkat NFkB inh | EBI2 block | Gli-Sufu block | APJ antag | CCR6 antagonist | UBC13 polyUb | 697 NFkB inh | CXCR6 block
# Cc1nc(=O)c(-c2ccccc2)c(C)n1CCO reads -2 | -2 | 20 | -1 | 9 | -31 | -3 | -2
# COc1ccc2oc(=O)c(/C(N)=N/NC(=O)c3ccncc3)cc2c1 reads -2 | -16 | 22 | 1 | 2 | -15 | 9 | 2
# CCCCOc1ccc(CN(CCO)CCO)cc1[N+](=O)[O-] reads -12 | -2 | -19 | 3 | 11 | 3 | -20 | -6
# COc1ccc(-c2nc3c(c4nnc(SC(C)C(=O)Nc5ccccc5)n24)COC(C)(C)C3)cc1 (stereo unspecified) reads 15 | -2 | 0 | 8 | -3 | 7 | -20 | -4
# COc1ccc(-c2nnc(SCc3ncc(-c4ccccc4)o3)o2)cc1 reads 2 | 5 | -27 | -16 | 19 | 45 | -9 | 2

# A second format for part of the listing above:
SMILES	Jurkat NFkB inh	EBI2 block	Gli-Sufu block	APJ antag	CCR6 antagonist	UBC13 polyUb	697 NFkB inh	CXCR6 block
COc1cc(/C=N/NC(=S)Nc2cccc(S(=O)(=O)N(C)C)c2)cc(OC)c1O	3	2	-2	-29	2	5	11	7
COc1ccc(-c2nc3c(c4nnc(SC(C)C(=O)Nc5ccccc5)n24)COC(C)(C)C3)cc1 (stereo unspecified)	15	-2	0	8	-3	7	-20	-4

# (further entries)
SMILES,Jurkat NFkB inh,EBI2 block,Gli-Sufu block,APJ antag,CCR6 antagonist,UBC13 polyUb,697 NFkB inh,CXCR6 block
CC(C)(C)c1ccc(S(=O)(=O)N2CCN(c3ccccn3)CC2)cc1,19,-5,12,0,-5,4,-11,-9
COC(=O)C1CC(O)CN1S(=O)(=O)c1ccc2ccccc2c1 (stereo unspecified),5,-9,-1,17,8,-7,2,0
CC1CN(C(=O)COC(=O)c2cc(Cl)ccc2[N+](=O)[O-])CC(C)O1 (stereo unspecified),8,-8,-10,-2,-1,2,18,0
O=C(c1ccco1)N1C(=O)c2cccc3c(S(=O)(=O)N4CCCC4)ccc1c23,-6,5,5,-6,1,-13,14,-1
C[C@@H]1COC(=O)[C@H](Cc2ccc(F)cc2)CC/C=C/C[C@@H](CC(=O)N[C@H](CO)Cc2ccccc2)C(=O)N1,-5,-1,12,4,-4,16,-5,-4
O=C(Nc1cccc(S(=O)(=O)N2CCCCC2)c1)C1CCN(C(=O)c2ccc(Cl)cc2)CC1,12,42,16,27,10,-11,-33,-4
COC(=O)c1sc(NC(=S)NC(=O)c2cccc(Br)c2)nc1C,-23,-10,-20,18,13,-10,-28,8
CC(Oc1ccc([N+](=O)[O-])cc1Cl)C(=O)Nc1ccc(C(N)=O)cc1 (stereo unspecified),6,0,-5,-21,6,6,11,-5
O=C(CSc1n[nH]c(-c2cccnc2)n1)Nc1ccc(Cl)cc1,-9,0,18,-6,-16,-2,4,-3
COc1cc(OC)c2c(-c3ccccc3)cc(=O)oc2c1C(CC(=O)N1CCN(c2ccccc2)CC1)c1ccc(N(C)C)cc1 (stereo unspecified),6,18,15,15,5,-27,2,6
Cc1nn(CC(=O)NCC(C)c2ccccc2)c(=O)c2cc3occc3n12 (stereo unspecified),12,-1,-14,20,10,10,17,2
COC(=O)c1c(NC(=O)C(=O)N2CCCC2)sc2c1CC(C)(C)OC2,3,-2,-12,11,7,48*,25,-1
Cc1cc(CNC(=O)COc2ccccc2F)c2ccccc2n1,-21,-5,2,-10,4,10,-43,-12
CCc1cc(OCCN(C)C)ccc1Cl,4,-11,8,0,-2,4,9,1
O=C1CSC(c2ccccc2[N+](=O)[O-])N1c1ccccc1 (stereo unspecified),-32,8,8,-28,7,-2,9,-2
O=C(CSc1nc2ccccc2s1)NCCOc1ccc(Cl)cc1,-4,7,-3,-7,-8,11,-11,-8
CC(C)N(C(=O)COC(=O)c1ccc([N+](=O)[O-])cc1)c1ccccc1,14,21,-6,-34,-10,-1,-11,-7
O=C(c1cc(-c2ccc(O)cc2)on1)N1CCOCC1,-78,-2,-31,-2,-5,2,-83,1
CN(CC(=O)NC(=O)NCc1ccccc1)CC(=O)Nc1ccc(Cl)c(C(F)(F)F)c1,-2,4,11,16,12,7,6,5
COCCNC(=O)c1onc(CSc2ccc(Cl)cc2)c1C(=O)O,-10,-19,-5,12,12,-16,6,6
O=C(/C=C/c1ccccc1[N+](=O)[O-])Nc1ccccc1,-100,-2,-87,-2,-4,6,-51,-6
O=C(O/N=C(\c1ccccc1)c1ccncc1)c1ccccc1Cl,-22,-5,0,-41,-13,-14,-33,-7
CCn1c(/C=C/c2c[nH]c3ccccc23)nc2ccccc2c1=O,-266,-36,-40,-23,4,2,-232,11
Cc1[nH]n(-c2ccc([N+](=O)[O-])cc2)c(=O)c1C=NCCN1CCN(C(=O)c2ccc(F)cc2)CC1,8,-13,4,25,8,2,-1,1
COc1ccc(CCNC(=O)C2CCCN(S(=O)(=O)c3ccc(F)cc3)C2)cc1OC (stereo unspecified),10,-3,-8,-12,7,-6,13,-4
CSc1nnc(-c2sccc2OCc2ccccc2)n1C,7,-5,5,13,8,6,3,7
